Compound activity (PubChem BioAssay)
STAT3 blocker – IL-6 driven STAT3 reporter inhibitors, primary screen, U3A cells, luciferase, luminescence, MLSCN library; IL-6 STAT3-luciferase reporter; host cell line lacks STAT1; inhibition, % at 5.5 µM; 190,000 compounds, 0.89% hits; AID 862, 2007;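 active = inhibition above the mean inhibition across all screened compounds plus 3 SD, cut at about 44% in these data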;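 also: 0% = DMSO only wells and 100% = 100 µM nifuroxazide control wells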
Diaphorase act – compounds boosting diaphorase resazurin reduction – biochemical, uHTS, resorufin fluorescence, counter-screen for diaphorase-coupled primary assays, primary screen | AID 1229, 2008 | activation factor at 20 µM | Diaphorase/resazurin coupled assay, 16 min; hits give high values; 1 = vehicle wells, 0 = NADH-free wells | 190,000 compounds, 0.005% hits;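 active = diaphorase activity raised at least twofold by the compound at 20 µM; inactive = activation factor below 2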
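Material: bacterial diaphorase enzyme (C. kluyveri); amount: enzyme 0.07 U/mL final; reagent: NADH substrate 0.114 mM plus resazurin dye 0.1 mM, final; doses: single compound dose of 20 µM, 1% DMSO final; timing: 16 min enzyme reaction, ambient temperature; measured by: fluorescence of resorufin, 544 nm excitation, 590 nm emission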
STAT3 act – IL-6 driven STAT3 reporter potentiators, primary screen, U3A cells, luciferase, luminescence, MLSCN library; IL-6 STAT3-luciferase reporter; 100% = signal with IL-6 EC80 alone; activation (% of control), % at 5.6 µM; 190,000 compounds, 0.91% hits;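 active = activation above the screen-wide mean of compound activation plus 3 SD, cut at about 130% in these data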;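 also: 0% = background luminescence of wells with medium and substrate only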
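Assay system – human STAT1-deficient U3A cells with stable STAT3-luciferase reporter · Also added – IL-6 (33 ng/mL) · Schedule – compound 1 h, then IL-6 6 h at 37 °C · Technique – reporter luminescence signal · Evaluation – % activation versus median of IL-6-stimulated wells · Benchmarks – IL-6-only wells as 100% reference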
STAT1 blocker – STAT1 signaling inhibitors, primary screen, cell-based, HTS, luciferase reporter; NIH 3T3 STAT1-luciferase reporter, IFN-gamma, luminescence; inhibition, % at 5.5 µM; 200,000 compounds, 0.35% hits;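 active = inhibition above a set limit, the mean inhibition across all tested compounds plus 3 SD, cut at about 34% in these data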;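 also: 0% = IFN-gamma with DMSO and 100% = IFN-gamma with 300 µM nifuroxazide; values of inactives mirror those of a sister screen read the other way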
APP 5UTR inh – inhibitors of APP translation via 5'UTR reporter, primary screen, APP 5'UTR luciferase, SH-SY5Y cells | inhibition, % at 2 µM | 190,000 compounds, 0.82% hits | SH-SY5Y APP 5'UTR-luciferase reporter, luminescence;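 active = inhibition above a set limit, derived from the sample mean plus 3 SD, cut at about 45% in these data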; also: values of inactives mirror those of a sister screen read the other way
Hsp70 activator – Hsp70 transcriptional activators, primary screen, cell-based, HeLa, Hsp70 promoter luciferase, luminescence, 10 µM | HeLa Hsp70 promoter luciferase reporter; scaled: vehicle 0, proteasome-inhibitor control 100% | activation, % at 10 µM | 200,000 compounds, 0.04% hits;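 active = activation above the mean across all tested compounds plus 3 SD, cutoff set per campaign, cut at about 5.5% in these data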;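 also: 100% = MG132 at 30 µM as the positive control and 0% = DMSO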
STAT1 act – STAT1 signaling activators, primary screen, cell-based, HTS, luciferase reporter; 200,000 compounds, 2.6% hits; AID 932, 2007; NIH 3T3 STAT1-luciferase reporter, IFN-gamma, luminescence; 100% = IFN-gamma alone, no compound; activation (% of control), % at 5.5 µM;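 active = activation above the screen-wide mean activation plus 3 SD, cut at about 130% in these data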;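 also: raw ratio to IFN-gamma control signal so 100% means no change and 0% no light; values of inactives mirror those of a sister screen read the other way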
TLR4-MyD88 BLA – inhibitors of TLR4-MyD88 association in cells, primary screen, cell-based, HeLa CL3-4, BLA complementation, FRET ratio; Toll-like receptor 4 (Homo sapiens) + Myeloid differentiation primary response protein …; HeLa CL3-4 TLR4/MyD88 BLA complementation; inhibition, % at 8.4 µM; 200,000 compounds, 0.18% hits; AID 861, 2007; in the data active = inhibition above about 25%;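 also: 0% = vehicle and 100% = reference inhibitor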
G6PDH CS – L. mesenteroides G6PDH inhibitors, counter-screen for G6PDH-coupled screening assays, biochemical, Leuconostoc mesenteroides enzyme | glucose-6-phosphate dehydrogenase [Leuconostoc mesenteroides] | Purified L. mesenteroides G6PDH, diaphorase/resazurin coupled fluorescence, 45 min | inhibition, % at 5 µM | 200,000 compounds, 0.12% hits; in the data active = inhibition above about 50%
Diaphorase inh – diaphorase inhibitors and chemical oxidizers, primary screen, counter-screen for diaphorase-coupled primary assays, biochemical, uHTS, resorufin fluorescence | diaphorase resazurin-to-resorufin fluorescence, NADH, 16 min; bacterial (C. kluyveri) enzyme, not human | inhibition, % at 20 µM | 190,000 compounds, 0.69% hits;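 active = primary screen inhibition at 20 µM above a set limit, cut at about 50% in these data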;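 also: plate controls were DMSO with full reaction for no effect and wells lacking NADH for full effect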
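Test system: Clostridium kluyveri diaphorase enzyme / Quantity: diaphorase at 0.14 U/mL in enzyme working solution / Incubation: 16-min room-temperature incubation before reading / Benchmarks: NADH-free wells as positive control, DMSO-only neutral wells / Signal: resorufin fluorescence 544/590 nm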
* marks the source's active call; other numbers are inactive results; . = no result given. Compounds as they come. About 6.1% of those tested had a hit in this group.

SMILES	STAT3 blocker	Diaphorase act	STAT3 act	STAT1 blocker	APP 5UTR inh	Hsp70 activator	STAT1 act	TLR4-MyD88 BLA	G6PDH CS	Diaphorase inh
O=C(c1cccc2ccccc12)C1CCCN(C(=O)CCN2CCCO2)C1 (configuration not stated)	6	1.1	99	-9	-12	-0.1	106	-8	10	-12
O=C(NCc1ccc2c(c1)OCO2)C(=O)NCC(c1ccco1)N1CCN(c2ccccc2)CC1 (configuration not stated)	9	1.1	96	-5	-24	-0.5	104	12	1	-14
O=C(CC(c1ccccc1)c1ccccc1O)NCc1ccccc1 (configuration not stated)	-1	0.9	105	5	6	-0.1	92	-13	0	15
CN(C)C=Nc1nonc1N	5	1	99	-5	2	0.1	105	8	1	-2
CCC/C(=N\NC(=O)c1ccccc1C)c1ccccc1	-16	1	118	-18	-4	-0.2	116	10	15	2
O=C(Nc1ccc(F)cc1)c1cccc2c1C(=O)N(Cc1ccccn1)C2	24	0.8	82	7	-9	-0.1	94	-5	-41	20
COC(=O)c1ccc(C(=O)Nc2ccc(N)cc2N)cc1	11	0.8	94	4	12	-0.4	98	13	22	21
Cc1cc(C(C)(C)C)cc(S(=O)(=O)NCC(=O)O)c1C	8	1	97	5	0	-0.2	93	-13	7	-5
COc1ccc2nc(Cl)c(C3CC(c4ccco4)=NN3C(=O)CCC(=O)O)cc2c1 (configuration not stated)	8	0.8	100	5	-1	0.0	95	1	16	23
CCOc1ccc2nc(S(N)(=O)=O)sc2c1	0	1.1	102	-4	-8	-0.4	104	-22	12	-6
CCn1c(C)nc2cc(C#N)ccc21	12	1	96	-4	16	-0.3	103	-2	8	-3
CC(=O)CC(=O)Nc1nc(C)cc(C)n1	5	0.9	102	-2	-1	-0.5	101	-3	7	10
Cc1cc(C2C(=O)C(C(=O)c3ccc(Cl)cc3)C(=O)CC2(C)C)on1 (configuration not stated)	10	0.9	97	2	-13	-0.2	97	7	-4	14
CCOc1ccc(C2C(C#N)=C(N)Oc3n[nH]c(C)c32)cc1OC(=O)C1CC1 (configuration not stated)	12	0.9	94	13	1	-0.4	86	9	15	7
CCOC(=O)c1cccc(C(=O)Nc2nc3ccc(OC)cc3s2)n1	40	1.1	69	-15	-29	-0.2	113	-2	-2	-6
COc1ccc(NC(=O)c2c3c(nc4ccccc24)CCC3)cc1	12	0.9	91	3	8	-0.3	97	-3	5	7
O=C(Cn1c(=O)n(Cc2ccccc2)c(=O)c2ccccc21)NCc1ccco1	-17	0.9	112	-9	8	-0.3	108	8	9	6
Cc1ccc(C(C(=O)Nc2ccc(C(C)C)cc2)N(C)C(=O)c2ccc(=O)[nH]c2)cc1 (configuration not stated)	15	0.8	96	1	2	-0.2	98	-1	0	25
COc1ccc(C(=O)OCC(=O)NC(=O)NC2CCCC2)c(O)c1	-7	1	107	-4	7	-0.5	102	-1	6	2
O=C(O)c1ccc(CSc2nnc(SCc3ccccc3)s2)cc1	0	1	104	6	5	0.0	94	0	3	4
O=C(/C=C/c1ccc(Cl)cc1)Nc1ccc(S(=O)(=O)Nc2ncccn2)cc1	-1	1	104	-8	1	0.3	107	8	3	4
CC(=O)NCCn1ccc2ccccc21	-9	0.9	109	5	7	-0.5	95	-13	-12	8
Cn1c(Oc2ccc(Cl)c3cccnc23)nc2c1c(=O)n(Cc1ccccc1Cl)c(=O)n2C	-13	0.9	111	8	-6	-0.4	92	6	9	14
O=S(=O)(c1ccccc1)c1ccc(NCc2ccco2)cc1	3	0.9	103	-5	8	-0.2	105	6	10	7
COc1ccc(OC)c(NC(=O)CCN2CCCCCC2)c1	0	0.9	101	-1	5	-0.5	101	-13	7	13

4 entries from above, arranged by their value in TLR4-MyD88 BLA, descending.
Compound	TLR4-MyD88 BLA
O=C(/C=C/c1ccc(Cl)cc1)Nc1ccc(S(=O)(=O)Nc2ncccn2)cc1	8
COc1ccc(C(=O)OCC(=O)NC(=O)NC2CCCC2)c(O)c1	-1
CC(=O)CC(=O)Nc1nc(C)cc(C)n1	-3
COc1ccc(OC)c(NC(=O)CCN2CCCCCC2)c1	-13

The list goes on.
SMILES	STAT3 blocker	Diaphorase act	STAT3 act	STAT1 blocker	APP 5UTR inh	Hsp70 activator	STAT1 act	TLR4-MyD88 BLA	G6PDH CS	Diaphorase inh
C=CCn1c(COc2ccc(F)cc2)nnc1SCC(=O)N1CC(=O)Nc2ccccc21	2	0.9	100	9	-20	-0.3	92	2	6	12
CCOC(=O)CC1C(=O)NCCN1C(=O)c1cc2c(=O)n3ccccc3nc2s1 (configuration not stated)	-19	0.9	120	3	-8	-0.4	97	10	3	9
Cc1ccccc1-n1nnnc1SC(C)C(=O)NC1CCCc2ccccc21 (configuration not stated)	-2	0.9	104	6	-3	-0.3	94	-1	-5	8
Cc1ccc(-c2cn3c(n2)CCCC3)cc1	8	1	97	4	-22	0.0	98	8	-1	-3
CN=C(Nc1cc(C)nn1-c1ccccc1)c1ccc(F)cc1	4	0.8	102	2	-9	-0.1	98	2	4	18
CCN(CC)CCN1C(=O)c2ccccc2NC1c1ccc(F)cc1 (configuration not stated)	-3	0.9	106	-3	-2	-0.1	103	-9	3	11
COc1ccccc1/C=C/C=N/NC(=O)c1ccccn1	28	1	80	-35	-121	-0.1	133*	-1	2	2
CC1=C(C(N)=O)C(c2sccc2C)n2nnnc2N1 (configuration not stated)	3	1.1	97	2	4	-0.3	99	-1	6	-11
COC(=O)C1=C(C)N(C)C(C)=C(C(=O)OC)C1c1ccccn1	7	0.9	98	2	-8	-0.4	98	7	11	11
Cn1c(N)c(C(=O)COC(=O)c2ccco2)c(=O)n(C)c1=O	7	1	101	-9	3	-0.3	108	-2	4	-4
O=C(Nc1cccc(Cl)c1)N(CCCN1CCOCC1)Cc1ccccc1F	2	1	101	5	-7	0.3	96	-8	4	0
O=C(Nc1cnn(Cc2c(Cl)cccc2Cl)c1)C(c1ccccc1)c1ccccc1	-7	0.8	113	-4	78*	-0.3	104	9	1	18
Cc1cc(NC(=O)/C=C/c2ccccc2Cl)n(-c2nc3ccccc3[nH]2)n1	9	0.9	95	-3	-74	-0.4	103	6	-26	9
Cc1oc(C(C)(C)C)cc1C(=O)Nc1ccc2c(c1)OCCO2	12	0.8	95	-16	-47	-0.2	115	7	2	19
COc1ccc(OC)c(NC(=S)N2CCc3ccccc3C2)c1	2	0.7	105	-2	-4	0.0	101	6	4	29
O=c1oc(Nc2ccccc2Cl)nc2ccccc12	26	0.9	82	-28	-48	-0.3	123	18	18	11
CCCCN(CC)C(=O)c1ccc(-c2ccccc2)cc1	7	0.8	96	-2	-18	-0.2	102	7	0	24
C/C=C(\C)C(=O)NCCN1C2=NC[C@H](Cc3ccccc3)N2C[C@H]1Cc1ccc(O)cc1	.	1	.	4	1	0.0	98	10	-3	0
Cc1cc(C)c(C#N)c(SC2CCCCC2=O)n1 (configuration not stated)	8	0.8	93	1	-2	0.3	99	-10	3	21
O=C(CN1C(=O)NC2(CCOc3ccccc32)C1=O)Nc1ccc(F)c(F)c1F (configuration not stated)	-15	0.9	113	-2	3	0.1	101	-8	4	10
Cc1csc(NC(=O)c2cc([N+](=O)[O-])cc([N+](=O)[O-])c2)n1	7	1	98	-2	-17	0.2	102	-9	10	1
Cc1cccc(C)c1NC(=O)C(NC=O)c1ccc(Cl)cc1 (configuration not stated)	8	1	101	7	-3	-0.2	94	2	-13	5
COc1c(Cl)cc(Cl)cc1C(=O)n1nc(C)cc1C	-3	1	105	0	9	0.1	100	-19	6	1
CC1(C)CC(=O)C2=C(C1)OC(N)=C(C#N)C2c1cc2c(cc1[N+](=O)[O-])OCO2 (configuration not stated)	-19	0.7	113	-1	1	-0.3	101	-1	-4	30
COc1ccc(NC(=S)c2ccc(N(C)C)cc2)cc1	25	0.9	81	-54	-135	0.1	149*	10	2	8
COC(=O)CN(n1cnnc1)S(=O)(=O)c1ccccc1	1	1	102	-1	-2	0.2	101	-8	5	-2

3 records picked at random from those above:
SMILES	STAT3 blocker	Diaphorase act	STAT3 act	STAT1 blocker	APP 5UTR inh	Hsp70 activator	STAT1 act	TLR4-MyD88 BLA	G6PDH CS	Diaphorase inh
CN=C(Nc1cc(C)nn1-c1ccccc1)c1ccc(F)cc1	4	0.8	102	2	-9	-0.1	98	2	4	18
Cc1cccc(C)c1NC(=O)C(NC=O)c1ccc(Cl)cc1 (configuration not stated)	8	1	101	7	-3	-0.2	94	2	-13	5
Cc1ccc(-c2cn3c(n2)CCCC3)cc1	8	1	97	4	-22	0.0	98	8	-1	-3

APP 5UTR inh, entries above that show a hit.
compound	STAT3 act	STAT1 blocker	APP 5UTR inh	Hsp70 activator	STAT1 act	TLR4-MyD88 BLA
O=C(Nc1cnn(Cc2c(Cl)cccc2Cl)c1)C(c1ccccc1)c1ccccc1	113	-4	78*	-0.3	104	9
